# Rv3671c protease = Rv3671c (M. tuberculosis) protease inhibition; P9WHR9; inhibition, % at 5.96 µM; 320,000 compounds, 0.048% hits; in the data active means inhibition above about 38%;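 further: extracellular domain of Rv3671c used as enzyme; 0% = enzyme with DMSO and 100% = no enzyme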
# FadD28 binding = inhibitors of Mycobacterium tuberculosis FadD28 bisubstrate binding | FadD28 bisubstrate probe binding, fluorescence polarization | inhibition, % at 12.5 µM | 360,000 compounds, 0.22% hits | AID 588549; in the data active means inhibition above about 8.5%, passing the limit was not always enough; inconclusive means no clear call, values can overlap the other calls
# GDH-TPI counter = inhibits GDH-TPI coupling enzymes, artifact for Mtb FBA screen. AID 588335. 360,000 compounds, 1.2% hits. inhibition, % at 4.8 µM. GDH-TPI coupled enzyme counterscreen, NADH absorbance;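 further: 0% = DMSO wells and 100% = wells lacking the enzyme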
# Mtb UGM inh = Mtb UDP-galactopyranose mutase inhibition | inhibition, % at 10 µM | 320,000 compounds, 0.06% hits | purified UGM, fluorescence polarization probe displacement | P9WIQ1; in the data active means inhibition above about 10%, passing the limit was not always enough; inconclusive means no clear call, values can overlap the other calls
# Target sequence (P9WIQ1 whole entry, looked up): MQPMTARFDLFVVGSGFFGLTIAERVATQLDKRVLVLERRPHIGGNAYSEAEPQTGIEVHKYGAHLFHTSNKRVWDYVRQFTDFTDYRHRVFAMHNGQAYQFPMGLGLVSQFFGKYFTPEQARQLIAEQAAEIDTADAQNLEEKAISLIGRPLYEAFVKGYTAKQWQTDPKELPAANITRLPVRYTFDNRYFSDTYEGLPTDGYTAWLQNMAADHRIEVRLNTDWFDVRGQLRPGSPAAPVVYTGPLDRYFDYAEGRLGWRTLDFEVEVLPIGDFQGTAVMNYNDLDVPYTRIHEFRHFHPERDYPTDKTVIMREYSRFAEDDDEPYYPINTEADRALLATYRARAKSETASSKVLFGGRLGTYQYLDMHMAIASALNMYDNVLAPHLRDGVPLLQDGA
# BoNT F protease = inhibitors of Botulinum neurotoxin F light chain protease. 360,000 compounds, 0.22% hits. inhibition, % at 10 µM. Multiplex microsphere protease cleavage assay, flow cytometry; in the data active means inhibition above about 35%, passing the limit was not always enough; inconclusive means no clear call, values can overlap the other calls; further: plate controls were buffer without enzyme for full effect and enzyme alone for no effect
# CCHFV vOTU inh = blocks the CCHF virus ovarian tumor domain protease. CCHFV vOTU protease, Pep-AMC fluorescence. inhibition, % at 11.5 µM. 370,000 compounds, 0.55% hits; further: 0% = vehicle wells with enzyme and 100% = no enzyme wells
# MazF activator = increases E. coli MazEF RNase cleavage of RNA. activation, % at 20 µM. FAM/BHQ RNA-DNA oligo cleavage fluorescence, 5 h. 350,000 compounds, 0.32% hits. P0AE70; in the data active means activation above about 50%
# Target sequence (P0AE70 whole entry, looked up): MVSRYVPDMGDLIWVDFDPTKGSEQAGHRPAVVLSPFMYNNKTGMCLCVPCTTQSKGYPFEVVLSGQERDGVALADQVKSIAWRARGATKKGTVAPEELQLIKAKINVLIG
# BioA inh = blocks M. tuberculosis BioA enzyme activity; purified M. tuberculosis BioA enzyme, plate reader; 360,000 compounds, 0.096% hits; inhibition, % at 9.99 µM; AID 602481; in the data active means inhibition above about 40%; inconclusive means no clear call, values can overlap the other calls
# VHR inh abs = inhibitors of human VHR1 phosphatase (DUSP3); P51452; recombinant VHR phosphatase, pNPP absorbance; inhibition, % at 13.3 µM; 290,000 compounds, 0.52% hits; in the data active means inhibition above about 50%; further: some compounds called inactive have numbers as strong as hits
# Target sequence (P51452 whole entry, looked up): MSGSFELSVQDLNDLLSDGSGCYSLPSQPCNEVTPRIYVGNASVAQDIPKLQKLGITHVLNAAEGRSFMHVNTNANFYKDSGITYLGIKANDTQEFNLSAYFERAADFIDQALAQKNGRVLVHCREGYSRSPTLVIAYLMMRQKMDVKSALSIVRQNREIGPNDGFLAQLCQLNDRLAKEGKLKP
# Mtb FBA inh = inhibits M. tuberculosis FBA enzyme. AID 588726. purified M. tuberculosis FBA, fluorescence read-out. inhibition, % at 1 µM. 360,000 compounds, 2.3% hits; in the data active means inhibition above about 27%;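 further: 0% = vehicle and 100% = reference inhibitor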
# * marks the source's active call; other numbers are inactive results; ? = inconclusive; . = no result given; & = joins results of further samples. Unless noted, no stated cut-off is given here; in the data, active means inhibition above about 30%; inactive means the rest.
# A first look:
SMILES,Rv3671c protease,FadD28 binding,GDH-TPI counter,Mtb UGM inh,BoNT F protease,CCHFV vOTU inh,MazF activator,BioA inh,VHR inh abs,Mtb FBA inh
CCN1CCN(c2nc3ccccc3nc2NS(=O)(=O)c2ccc(NC(C)=O)cc2)CC1,-2,-2.0,26,2.5,3,-4,3,-1.7,-1,12
CC(C)(C)NC(=O)CSc1nnc(Cc2ccc3c(c2)OCO3)n1C1CCCCC1,-1,-1.3,-8,1.0,-5,-15,-8,.,20,-3
CCC(=O)Nc1cc(-c2nnc(OC)c3ccccc23)ccc1N1CCOCC1,8,0.7,1,-1.2,4,2,3,2.0,19,1
CCn1c(=O)c2cc(C(=O)NCCC(C)C)sc2c2ccccc21,-4,-3.1,6,-3.9,?,1,-1,-1.3,13,8
O=C(NC1CCCCC1)c1cccc2c(-c3ccc(F)c(F)c3)coc12,.,-0.1,9,.,-1,3,.,0.6,.,1

# The listing (from the top)
SMILES,Rv3671c protease,FadD28 binding,GDH-TPI counter,Mtb UGM inh,BoNT F protease,CCHFV vOTU inh,MazF activator,BioA inh,VHR inh abs,Mtb FBA inh
CCN1CCN(c2nc3ccccc3nc2NS(=O)(=O)c2ccc(NC(C)=O)cc2)CC1,-2,-2.0,26,2.5,3,-4,3,-1.7,-1,12
CC(C)(C)NC(=O)CSc1nnc(Cc2ccc3c(c2)OCO3)n1C1CCCCC1,-1,-1.3,-8,1.0,-5,-15,-8,.,20,-3
CCC(=O)Nc1cc(-c2nnc(OC)c3ccccc23)ccc1N1CCOCC1,8,0.7,1,-1.2,4,2,3,2.0,19,1
CCn1c(=O)c2cc(C(=O)NCCC(C)C)sc2c2ccccc21,-4,-3.1,6,-3.9,?,1,-1,-1.3,13,8
O=C(NC1CCCCC1)c1cccc2c(-c3ccc(F)c(F)c3)coc12,.,-0.1,9,.,-1,3,.,0.6,.,1
O=C(COC(=O)CNC(=O)C1CCCCC1)Nc1ccc(Cl)cc1F,-3,0.1,1,-0.5,-1,-2,6,.,34,2
COCCn1c(=S)[nH]c2cc(C(=O)NCCc3ccccc3)ccc2c1=O,-13,-2.8,-8,4.1,2,2,6,-2.9,-1,-8
OCCN1CCN(c2ncnc3sc4c(c23)CCCC4)CC1,-7,1.0,2,9.2,-11,12,4,0.6,49,-3
CCCN1CCN(S(=O)(=O)c2cc3c(cc2C)NC(=O)CO3)CC1,5,-3.1,-3,-0.8,3,-7,14,-1.5,-22,0
COc1ccc(NS(=O)(=O)c2cccc(C(=O)NNC(=O)CNC(=O)c3cccc(C)c3)c2)cc1,-6,-3.4,1,-4.2,-7,3,2,0.3,2,0
Cc1cc(NC(=O)Nc2cccc(C(F)(F)F)c2)no1,-9,-3.8,2,0.9,-21,5,4,.,7,1
O=C(Nc1cccc(C(F)(F)F)c1)C1CCCCC1,-2,-2.6,-6,0.5,-9,11,1,-0.3,11,-11
O=[N+]([O-])c1cccc(S(=O)(=O)Nc2cccc(-c3ccc(N4CCCC4)nn3)c2)c1,.,-5.1,2,.,9,2,10,-0.4,.,-3
CC1=C(C(=O)OC2CCCC2)C(c2ccc(C)o2)C2=C(CC(c3cccs3)CC2=O)N1 (stereo not given),0,-1.4,17,0.5,-3,13,-12,-0.7,4,0
O=c1[nH]c(CO)nc2c1oc1ccccc12,7,-3.4,-4,0.5,-6,-6,3,1.2,33,2
Cn1nnnc1SCC(=O)Nc1ccccc1[N+](=O)[O-],7,-1.6,8,0.7,-16,12,4,-1.7,16,0
CCc1ccc2c(c1)NC(=O)C2(C)Cc1ccc(Cl)cc1 (stereo not given),.,-4.7,-12,.,5,4,.,-0.5,.,0
COC(=O)C1=C(C)NC(C)=C(C(=O)OC)C1C(=O)OCCN1C(=O)c2ccccc2C1=O,-10,-2.4&-0.8,12&12,0.7,4&4,2&6,2&4,4.1&0.7,-4,-3&-1
CCNC(=O)NC(=O)C(C)Oc1ccc(C(=O)OC)cc1 (stereo not given),-3,-3.4,-14,0.3,-3,-3,2,0.9,-1,1
Cc1noc(C(C)C)c1C(=O)Nc1ccc(-c2nnc3n2CCCCC3)cc1,5,-3.0,3,-0.5,0,7,15,0.2,.,0

# Reprinted from the part before: 2 entries; new compounds follow.
SMILES,Rv3671c protease,FadD28 binding,GDH-TPI counter,Mtb UGM inh,BoNT F protease,CCHFV vOTU inh,MazF activator,BioA inh,VHR inh abs,Mtb FBA inh
CCNC(=O)NC(=O)C(C)Oc1ccc(C(=O)OC)cc1 (stereo not given),-3,-3.4,-14,0.3,-3,-3,2,0.9,-1,1
Cc1noc(C(C)C)c1C(=O)Nc1ccc(-c2nnc3n2CCCCC3)cc1,5,-3.0,3,-0.5,0,7,15,0.2,.,0
O=C(C=C1SCCS1)/C=C/c1ccco1,6,-3.3,12,1.4,-16,10,-14,.,31,-5
CS(=O)(=O)NN1C(=O)c2ccccc2NC1c1cccc2cccnc12 (stereo not given),-6,-0.3,1,-1.2,-4,-5,2,.,-7,5
CCOC(=O)C1(CCc2ccccc2)CCN(C(=O)C(C)n2cncn2)CC1 (stereo not given),-4,-2.8,-2,-0.5,-5,-3,-1,1.5,16,3
COc1cccc(CNC(=O)CCNS(=O)(=O)c2cccc3nsnc23)c1,0,-1.0,4,0.1,-5,0,4,.,-37,2
O=C(OCc1cccc([N+](=O)[O-])c1)c1cccnc1Cl,3,-0.7,2,0.9,-6,0,21,2.3,-32,0
COc1ccc(Cn2ccnc2SCC(=O)NC2CCCCC2)cc1,-1,-1.5,6,-1.2,5,3,2,1.3,-5,3
COc1ccc(C)cc1NC(=O)C(Sc1nnnn1C)c1ccccc1 (stereo not given),4,-4.3,-5,-2.0,-3,4,3,-0.7,-3,-7
O=S(=O)(Nc1ccccc1N1CCCCC1)c1ccc(F)cc1F,-3,-0.3,-1,3.6,-7,-4,-1,-0.9,34,-3
O=C(Cc1ccc([N+](=O)[O-])cc1)N/N=C/c1ccccc1F,7,-2.1,10,1.0,0,-1,-4,-2.6,8,0
Cn1c(=NC(=O)COc2ccccc2)sc2ccccc21,2,-3.0,1,-1.2,-5,-14,11,.,13,-4
CC(C)Cn1c(-c2ccco2)nc2c(c(=O)c3ccccc3n2C)c1=O,2,.,.,-0.4,.,-1,.,.,-4,.
COC(=O)c1ccc(NC(=S)NC(=O)C2CCC2)cc1,2,0.7,5,-0.6,0,-4,5,0.6,6,-2
C/C=C/c1ccc(OCCCn2cncn2)c(OC)c1,0,-0.4,2,4.8,-7,14,11,0.5,-8,3
COC(=O)c1ccc(OC(=O)CN2C(=O)c3ccccc3C2=O)cc1,-2,-4.2,5,0.4,?,-1,-3,-0.8,-16,-4
COc1ccccc1CNC(=O)CN1C(=O)NC2(CCCC2)C1=O,7,-0.3,3,0.1,0,3,-2,5.2,.,1
Cn1c(CS(=O)Cc2c(Cl)cccc2Cl)nnc1SCc1c(Cl)cccc1Cl (stereo not given),0,-2.0,3,0.5,-1,-10,0,0.5,-9,2
COc1cccc(O[C@@H]2O[C@@H]3COC(C)(C)O[C@H]3[C@H](O)[C@H]2NC(C)=O)c1,2,-4.2,-4,-0.9,4,-2,-7,0.4,4,3
CCc1ccc(C(C)NC(=O)c2cccs2)cc1 (stereo not given),2,-0.2,14,-4.1,4,9,12,0.1,.,1
COc1ccc(C(=O)C[n+]2cccc3cc(C)ccc32)cc1,-10,0.1,5,-6.1,2,0,3,-1.9,4,4
CSc1cccc(NC(=O)c2nnn(CC(=O)Nc3cc(C)cc(C)c3)c2N)c1,-19,-3.9,3,0.3,-8,2,-54,0.7,-12,5
CNc1cc(-c2c(OC)cccc2OC)ncn1,.,-0.4,4,.,5,-4,.,-1.4,.,-3
CCCNC(=O)C1(C)CCCN(C(=O)COCc2ccccc2)C1 (stereo not given),.,-4.3,-5,.,5,-6,.,0.5,.,-1
COc1ccc(N2CC(C(=O)OCC(=O)c3ccc(C)cc3)CC2=O)cc1 (stereo not given),7,-1.3,12,-2.6,-4,5,4,-2.3,12,5
COc1ccc(CN=C2NC(=O)CC(C(=O)Nc3ccccc3C)S2)cc1 (stereo not given),-8,-1.5,3,0.6,-5,22,-13,.,9,-5
CC(C)(C)OC(=O)N1CCC[C@H]1C(=O)NCc1ccc(Cl)cc1Cl,-7,-0.5,-1,0.6,-3,1,-3,.,24,1
COc1cc(OC)cc(C(=O)N2CCCC(c3nc(-c4ccc(C)o4)no3)C2)c1 (stereo not given),-5,-1.8,1,-1.5,0,14,-6,2.8,20,31*
COc1cc(/C=C/C(=O)Nc2ccccc2C(F)(F)F)cc(OC)c1OC,1,.,.,-0.8,.,8,.,.,16,.
COc1cccc(-c2nnc(NC(C)=O)o2)c1,-3,-2.4,4,2.9,-8,-3,7,-0.2,22,2
Cc1nn(CC(=O)N(C)Cc2ccccc2)c(=O)c2cccn12,6,-0.3,4,0.9,-1,5,5,0.0,10,4
CCC(C)(C)NC(=O)CN(Cc1ccc(F)cc1)C(=O)CCC(=O)Nc1ccccn1,-3,-0.9,-2,2.7,10,18,-3,-1.3,2,0
Cc1ccc(S(=O)(=O)N(C)CC(=O)NCCCn2ccnc2)cc1,-2,-2.2,-4,1.0,-10,-4,4,1.5,-35,-3
O=[N+]([O-])c1ccc(/C=C/c2nc3ccc([N+](=O)[O-])cc3[nH]2)cc1,-1,-1.7,16,-1.4,16,4,8,.,2,-2
COc1cccc(NC(=O)CN(C)CC(=O)c2c(C)[nH]c3ccccc23)c1,-15,-5.3,5,1.1,2,2,3,0.1,.,-2
CC1CC(C)CN(C(=O)/C(=C\c2ccccc2)c2ccccc2)C1 (stereo not given),-6,-2.8,16,-0.1,-2,17,-6,.,2,-1
C=CCNC(=O)C1CCN(C(=O)c2ccc(-c3ccccc3)cc2)CC1,-3,-3.8,-9,3.8,-2,-9,-1,3.2,15,3
COCCN(C(=O)c1cc2c(s1)CCCCC2)c1c(N)n(Cc2ccccc2)c(=O)[nH]c1=O,4,-3.6,-9,1.6,6,-7,9,-0.7,.,-1
